E coli WT inh: growth inhibitors of wild type E. coli, primary screen, strain BW25113 wild type, absorbance readout; 0.05% of 20,000 active; inhibition, % at 10 µM; AID 552, 2006; E. coli BW25113 growth inhibition, OD600; in the data active = inhibition above about 40%;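 also: bacteria exposed to compound for 20 hours at 37 °C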
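System: bacterial strain in a whole-cell growth screen; medium: LB broth with 50 µg/mL kanamycin; detection: absorbance at 615 nm; schedule: 20 h exposure, 37 °C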
The depositor's hits bear a star. Not all compounds are listed. The share of hits here may be higher or lower than overall.

| compound | E coli WT inh |
| --- | --- |
| CC12CCC(C(=O)NCc3ccc4c(c3)OCO4)(CC1=O)C2(C)C (stereo not given) | -20 |
| COc1ccc(-c2nc(C)sc2CC(=O)O)cc1 | -8 |
| Cc1cc(NC(=O)C2CC=CCC2C(=O)O)no1 (stereo not given) | -16 |
| CCOc1ccccc1NC(=O)C1CCCN1C(=O)OCc1ccccc1 (stereo not given) | 3 |
| COc1ccc(S(=O)(=O)Cc2ccc(C(=O)N3CCOCC3)o2)cc1 | 6 |
| COCCCNC(=O)CCCn1c(=O)c2ccccc2n(CC(=O)Nc2c(C)cccc2C)c1=O | 6 |
| CCOC(=O)C1=C(C)NC(SCc2cc(=O)[nH][nH]2)=C(C#N)C1c1cccs1 (stereo not given) | -11 |
| Oc1c(Cl)cc(Cl)cc1CNc1ccc(Br)cn1 | 6 |
| Cc1cc(C(F)(F)F)n2ncc(-c3ccccc3)c2n1 | 3 |
| O=S(=O)(c1ccc(F)cc1)N(CCO)CC(O)Cn1c2ccccc2c2ccccc21 (stereo not given) | 6 |
| COc1ccc(CN2CCCC(C(=O)N3CCCC3)C2)cc1 (stereo not given) | -14 |
| O=C(CCCN1C(=O)c2ccccc2C1=O)Oc1ccc(F)cc1 | -4 |

Four compounds from above, sorted by SMILES length, high to low.
| compound | E coli WT inh |
| --- | --- |
| COc1ccc(S(=O)(=O)Cc2ccc(C(=O)N3CCOCC3)o2)cc1 | 6 |
| CCOc1ccccc1NC(=O)C1CCCN1C(=O)OCc1ccccc1 (stereo not given) | 3 |
| Cc1cc(C(F)(F)F)n2ncc(-c3ccccc3)c2n1 | 3 |
| Oc1c(Cl)cc(Cl)cc1CNc1ccc(Br)cn1 | 6 |

(more compounds)
| compound | E coli WT inh |
| --- | --- |
| NS(=O)(=O)c1cc2c(cc1Cl)NCNS2(=O)=O | 8 |
| CC(=O)Nc1ccc(NS(=O)(=O)C(F)(F)F)cc1 | -2 |
| CCN(CCCNC(=O)CCNC(=O)Cn1ccc2ccccc2c1=O)c1ccccc1 | 5 |
| CCN(CC)CCCN1C(=O)C(O)=C(C(=O)c2sc(C)nc2C)C1c1ccc(C)o1 (stereo not given) | -11 |
| COC(=O)c1ccc(NC(=O)C2C3CCC(C3)C2C(=O)O)cc1 (stereo not given) | 3 |
| COc1ccc(NC(=O)CCC2CCCC2)cc1OC | 7 |
| O=C(NCc1ccco1)c1ccccc1NS(=O)(=O)c1ccc2c(c1)OCCO2 | -19 |
| CC(C)(C)OC(=O)N1CCOCCOCCN(C(=O)OC(C)(C)C)CCOCCOCC1 | 5 |
| CCOc1ccc(C(=O)Nc2ccc3c(c2)OCCO3)cc1OC | -18 |
| CC1(C)CC(=O)C2=C(C1)N(Cc1cccnc1)C(=O)C2(NC(=O)C1CC1)C(F)(F)F (stereo not given) | 1 |
| O=C(c1ccccc1-c1ccccc1)N1CCN(c2ccccn2)CC1 | -11 |
| c1ccc(Cn2ncc3c2ncn2c(-c4ccncc4)nnc32)cc1 | 16 |

The listing continues.
| compound | E coli WT inh |
| --- | --- |
| Cn1c(=O)n(Cc2ccccc2)c(=O)c2c1nc1n2CCS1 | -21 |
| COc1ccc(Br)cc1S(=O)(=O)n1ccnc1C | -19 |
| CCCOc1ccc(N2C(=O)CC(NCCCN3CCC(C(N)=O)CC3)C2=O)cc1 (stereo not given) | -8 |
| CCCOc1ccc(C(=O)N2CCCc3ccccc32)cc1 | 1 |
| CCOC(=O)Nc1ccc2c(c1)nc(CN1CCN(C(C)=O)CC1)n2C | -16 |
| Cc1ccc(S(=O)(=O)N(C)CC(=O)N2CCN(c3ccccn3)CC2)cc1 | 10 |
| CCC1CCCCN1C(=O)CSc1nnc(-c2ccc(OC)cc2)o1 (stereo not given) | 2 |
| COCCNC(=O)CSCc1c(F)cccc1Cl | -12 |
| CS(=O)(=O)c1ccc2nc(NC3(C(F)(F)F)N=C4SCCN4C3=O)sc2c1 (stereo not given) | -9 |
| CCCC(C)C(=O)Nc1ccc2c(c1)OCCO2 (stereo not given) | -27 |
| Cc1ccc(S(=O)(=O)N(C)CC(=O)NC2CC(C)(C)NC(C)(C)C2)cc1 | -8 |
| CC(=O)c1cccc(-n2nnnc2SCC(=O)N2CCCC2)c1 | 2 |

Retrieved by structure from the list above, three records:
| compound | E coli WT inh |
| --- | --- |
| CCCOc1ccc(N2C(=O)CC(NCCCN3CCC(C(N)=O)CC3)C2=O)cc1 (stereo not given) | -8 |
| CC(=O)c1cccc(-n2nnnc2SCC(=O)N2CCCC2)c1 | 2 |
| Cc1ccc(S(=O)(=O)N(C)CC(=O)N2CCN(c3ccccn3)CC2)cc1 | 10 |

Carrying on.
| compound | E coli WT inh |
| --- | --- |
| O=C(c1ccccc1NS(=O)(=O)c1cccs1)N1CCOCC1 | -9 |
| Oc1ccccc1-c1cc(-c2ccccc2Cl)[nH]n1 | 2 |
| N#CC(C(=O)OC1CCCCC1)c1nc2ccccc2nc1N1CCCCC1 (stereo not given) | -3 |
| CCC(=O)N1CCc2cc(Br)cc(S(=O)(=O)N3CCCCCC3)c21 | -3 |
| COC(=O)Cc1c(C)nc2nc(-c3ccco3)[nH]n2c1=O | -10 |
| Cc1coc(NC(=O)CSc2nc(-c3ccncc3)cc(C(F)(F)F)c2C#N)n1 | -4 |
| Cc1nc(-c2ccc(NS(C)(=O)=O)cc2)cs1 | 5 |
| CC(=O)Nc1c(Cl)n(C(C)=O)c2ccccc12 | 0 |
| Cc1ccc2c(CNCc3ccco3)cc(=O)oc2c1 | 13 |
| COc1cccc(C(=O)n2cnnc2N)c1OC | -8 |
| COC(=O)c1sc(NC(=O)c2ccc(OC)cc2OC)nc1C | -26 |
| COC(=O)c1cn(-c2ccccc2)nc1C(=O)OC | -5 |

Individual results from the list:
`O=C(c1ccccc1NS(=O)(=O)c1cccs1)N1CCOCC1` in E coli WT inh = -9
`COC(=O)c1sc(NC(=O)c2ccc(OC)cc2OC)nc1C` in E coli WT inh = -26
`COC(=O)c1cn(-c2ccccc2)nc1C(=O)OC` in E coli WT inh = -5
`CC(=O)Nc1c(Cl)n(C(C)=O)c2ccccc12` in E coli WT inh = 0
`COC(=O)Cc1c(C)nc2nc(-c3ccco3)[nH]n2c1=O` in E coli WT inh = -10

Further entries
| compound | E coli WT inh |
| --- | --- |
| Cc1ccc2nc(S(=O)(=O)O)[nH]c2c1 | -11 |
| CC(NC(=O)NCC1CCCO1)(C(F)(F)F)C(F)(F)F (stereo not given) | -19 |
| Cn1c(=O)cc(OCCCC(=O)Nc2ccc3c(c2)OCCO3)c2ccccc21 | 3 |
| c1ccc(CN2C3=NCCCN3c3ccccc32)cc1 | 6 |
| COc1ccccc1NC(=O)CNC(=O)c1ccc(F)cc1 | -15 |
| O=C(Nc1ccccc1C(=O)N1CCOCC1)c1ccncc1 | 6 |
| c1ccc2c(c1)nnn2Cc1nnc2sc(-c3ccc4c(c3)OCCO4)nn12 | -23 |
| Cn1c(=O)c2cn(Cc3ccc(Cl)cc3)cc2n(C)c1=O | -21 |
| COCCn1c(COc2ccc(Cl)cc2)nnc1SCC(N)=O | 0 |
| CCN(CC)S(=O)(=O)c1ccc2c(c1)c(=O)c(C(=O)NCCOC)cn2C | 8 |
| Cc1coc(C)c1C(=O)CC1(O)C(=O)N(CCc2ccccc2)c2ccccc21 (stereo not given) | -6 |
| Cc1nc(C)n(C(C)CC(=O)O)n1 (stereo not given) | 6 |

Next section.
| compound | E coli WT inh |
| --- | --- |
| CCCNC(=O)c1cc(SC)ccc1Cl | -4 |
| COc1ccc(C2C3=C(CC(C)(C)CC3=O)Nc3c2c(=O)[nH]c(=O)n3Cc2ccccc2)cc1OC (stereo not given) | -18 |
| CCCCn1nc(CC(=O)O)c2ccccc2c1=O | -23 |
| COc1nc(C#N)c(N2CCOCC2)o1 | -8 |
| CN(C(=O)c1ccncc1)C1CC(C)(C)N(O)C(C)(C)C1 | 6 |
| O=C(Nc1ccccc1)c1cccnc1N1CCOCC1 | 8 |
| CCN(Cc1cc2ccccc2[nH]c1=O)S(=O)(=O)c1ccccc1 | -2 |
| Cc1cc(CNC(=O)Nc2ccc3c(c2)OCO3)nn1C | -8 |
| O=S(=O)(c1ccc2ccccc2c1)N1CCCCC1 | 7 |
| CCOc1ccc(C2C(C#N)=C(N)Oc3cc(C)n(CCN(C)C)c(=O)c32)cc1OCC (stereo not given) | 1 |
| O=C(NCCCNC1CCCCC1)c1ccc(/C=N/O)nc1 | 6 |
| Cc1ccccc1C(=O)Nc1c(C(=O)N2CCCC2)cnn1-c1ccccc1 | 16 |

Remaining list, next part
| compound | E coli WT inh |
| --- | --- |
| CCOC(=O)N1CCN(C(=O)c2csc3c2CCCCC3)CC1 | 10 |
| Cc1ccccc1-c1noc(N)c1C#N | 1 |
| O=C(O)CN1C(=O)c2cccc(Oc3ccc(Cl)cc3)c2C1=O | -17 |
| OC1C=CSc2nc3ccccc3n21 (stereo not given) | -4 |
| CSc1nc2nc(C)cc(-c3ccccc3)n2n1 | -18 |
| Cc1nn2c(-c3cccc(NC(=O)CN4CCOCC4)c3)nnc2c2ccccc12 | -17 |
| Oc1ccc(N2CCN(C(c3ccncc3)c3nnnn3C3CCCC3)CC2)cc1 (stereo not given) | -2 |
| CCSc1nnc(NC(=O)c2ccc(C)o2)s1 | -5 |
| COC(=O)c1cc(O)c(OCc2ccccc2)c(O)c1 | 0 |
| C=CCc1cccc2cc(C(=O)NCc3cccnc3)c(=O)oc12 | 0 |
| COc1ccc(OC)c(C(=O)CSc2nc3ncccc3[nH]2)c1 | 9 |
| O=C(Nc1nccs1)c1ccc(S(=O)(=O)c2ccccc2)cc1 | 1 |

Remaining list, next part
| compound | E coli WT inh |
| --- | --- |
| CC(C)c1cc(C(=O)Nc2cccnc2)no1 | -3 |
| COc1ccc(S(=O)(=O)N(C)C2CCN(C)CC2)cc1 | 0 |
| COC(=O)c1ccccc1NC(=O)C1CCN(C(=O)c2cc(OC)cc(OC)c2)CC1 | -6 |
| CC(C)(C)c1ccc(S(=O)(=O)NCCOCC(F)(F)C(F)F)cc1 | -19 |
| CCCCCn1c(Sc2nc3ccccc3s2)nc2c1c(=O)[nH]c(=O)n2C | -25 |
| CN(CCO)C(=O)c1cccc2c1-c1ccccc1C2=O | -29 |
| COc1ccc2c(c1)c(CC(=O)OCC(=O)O)c(C)n2C(=O)c1ccc(Cl)cc1 | -5 |
| COc1ccc(C(=O)CSc2cc(C)nc3nc(C)nn23)cc1OC | 1 |
| CCc1ccc2nc3c(c(C(=O)O)c2c1)CCC3 | -20 |
| CCN(CC)c1ccc(-c2nn3c(-c4cccnc4)nnc3s2)cc1 | 8 |
| CN(C)c1cccc(N=C2C=C(N3CCOCC3)CC(C)(C)C2)c1 | 9 |
| O=C(NCC1CCCO1)C1CCN(c2ccc(S(=O)(=O)N3CCCC3)cc2)CC1 (stereo not given) | 10 |

(more compounds)
| compound | E coli WT inh |
| --- | --- |
| COc1ccc(CSc2nc(C)cc(=O)[nH]2)cc1Br | -13 |
| COC(=O)c1cc(NC(=O)CC2NCCNC2=O)cc(C(=O)OC)c1 (stereo not given) | -13 |
| Cc1ccc(N2CCN(CCc3nc4cc(NS(C)(=O)=O)ccc4n3C)CC2)cc1 | 12 |
| Cc1ccc(NC(=O)CSCC(=O)Nc2ncc3c(n2)CC(c2ccco2)CC3=O)cc1 (stereo not given) | -18 |
| CCOc1ccc(C2C=C(c3ccc(C)cc3)Nc3nnnn32)cc1 (stereo not given) | -24 |
| NC(=O)c1ccsc1NC(=O)COC(=O)Cc1ccsc1 | -5 |
| c1ccc(Nc2ccccc2Nc2ccccn2)nc1 | 8 |
| CN(c1cccc(NC(=O)COc2ccccc2)c1)S(C)(=O)=O | -5 |
| COc1ccc(CNc2nc3nc(C)c(Cl)c(C)n3n2)cc1OC | -2 |
| Cc1nn(-c2nnc(C)c(=O)[nH]2)c(C)c1SCC(=O)Nc1ccc(C(C)C)cc1 | -2 |
| CCCOc1ccc(C2C(C(=O)c3ccc(C)o3)=C(O)C(=O)N2CCN2CCOCC2)cc1OC (stereo not given) | -20 |
| CN(C1CCCCC1)S(=O)(=O)c1ccc(S(=O)(=O)N2CCN(CCC#N)CC2)cc1 | -2 |

The listing continues:
| compound | E coli WT inh |
| --- | --- |
| CCC(=O)OC1(C#CCOc2ccc(OC)cc2)CCN(C)CC1 | -3 |
| c1ccc(Cc2nn3c(-c4ccncc4)nnc3s2)cc1 | -16 |
| CC(=O)N1CCc2cc(Br)cc(S(=O)(=O)NCCCN3CCCC(C)C3)c21 (stereo not given) | 0 |
| Cc1ccc(OC(=O)CCC(=O)OCCCC(F)(F)C(F)(F)F)cc1 | -4 |
| COc1ccccc1CN1CC(C(=O)NCc2cccnc2)CC1=O (stereo not given) | 5 |
| Cc1nc(SCC(=O)Nc2ccccc2C(F)(F)F)c2c(=O)n(C)c(=O)n(C)c2n1 | 4 |
| COCCNC(=O)c1ccccc1-c1ccccc1C(=O)O | -16 |
| COc1ccc(CNC(=O)Nc2ccc(OC)cc2)cc1 | -14 |
| Cc1cc(Nc2ccccc2)n(C(=O)c2ccc(N)cc2)n1 | -24 |
| CN1C(=O)C2(C(C#N)=C(N)Oc3c2oc(CO)cc3=O)c2ccccc21 (stereo not given) | -20 |
| CCC(=O)c1cc(-c2nc3ccccc3n2C)n(C)c1 | 2 |
| Cc1cc(C)n(-c2nc3c(c(=O)[nH]c(=O)n3C)n2Cc2cccc(Br)c2)n1 | -11 |

(continued)
| compound | E coli WT inh |
| --- | --- |
| COc1ccc(CCN2C(=O)CC(N3CCOCC3)C2=O)cc1 (stereo not given) | -1 |
| CC1=C(C(N)=O)C(c2cccnc2)n2nc(SCc3ccccc3Cl)nc2N1 (stereo not given) | 4 |
| Cn1ccnc1SCC(=O)Nc1ccc2ccccc2c1 | -3 |
| O=c1/c(=C\c2cccnc2)sc2nc3ccccc3n12 | -9 |
| COc1ccc(Cn2nnnc2C(c2ccccc2OC)N2CCC(C(N)=O)CC2)cc1 (stereo not given) | 8 |
| CCc1nnc(NC(=O)CSc2nnc(-c3ccoc3C)n2CC(C)C)s1 | 9 |
| O=C(Nc1ccccc1)c1ccc(S(=O)(=O)NCc2ccco2)cc1 | -16 |
| COc1ccc(N2CCN(CC(=O)Nc3cc4c(cc3C(C)=O)OCO4)CC2)cc1 | -16 |
| CC(C)(C)SCCNC(=O)CN1C(=O)c2ccccc2S1(=O)=O | -2 |
| CS(=O)(=O)N(Cc1ccco1)Cc1ccccc1Cl | 4 |
